# D2 potentiator: HTS Assay for Positive Allosteric Modulators of the Human D2 Dopamine Receptor: Primary Screen for Potentiators | D(2) dopamine receptor (Homo sapiens), P14416 | 340,000 tested, 0.34% active | HEK293 T-REx D2, calcium flux, EC20 dopamine potentiation | potentiation, % at 10 µM;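 active = potentiation over 3 SD above the plate norm, cut at about 30% in these data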; note: 0% is about no effect
#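 Primary screen. Calcium kinetics in induced HEK293 T-REx D2 cells: compound pre-addition 180 s, EC20 dopamine, 180 s more.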
# D2 antagonist: HTS Assay for Allosteric Antagonists of the Human D2 Dopamine Receptor: Primary Screen for Antagonists; HEK293 TREx D2 cells, calcium flux, dopamine EC80; inhibition, % at 10 µM; 340,000 tested, 2% active; AID 485344, 2010; in the data active = inhibition above about 30%; note: 0% is about no effect
#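 Calcium mobilization kinetics were recorded at 1 s intervals in tetracycline-induced HEK293 T-REx D2 cells, first for 180 s after compound addition and then 180 s after EC80 dopamine.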
# D2 agonist: HTS Assay for Allosteric Agonists of the Human D2 Dopamine Receptor: Primary Screen for Agonists; D(2) dopamine receptor (Homo sapiens), P14416; HEK293 T-REx D2 cells, calcium flux agonist mode; activation, % at 2 µM; 340,000 tested, 0.53% active; AID 485358, 2010;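 active = activation over 3 SD above normal in the single-dose calcium agonist read, cut at about 30% in these data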; note: 0% is about no effect
#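 HEK293 Trex D2 cells, tetracycline-induced, o/n 30 C 5% CO2; no-wash Ca dye, RT 30–90 min; 10-cycle baseline, 23 nl cpd added, kinetic Ca read 180 s; agonist hits = positive Ca response.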
# RXFP1 antagonist: qHTS Assay for Antagonists of the Relaxin Receptor RXFP1 | Relaxin receptor 1 (Homo sapiens), Q9HBX9 | HEK293-RXFP1, relaxin-stimulated cAMP HTRF, 30 min; active compounds read low | activity change, negative = inhibition, % at 57.5 µM | 350,000 tested, 0.59% active;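 active = activity change of -60% or lower, but not beyond a set lower limit; inconclusive = change between -60% and -40%, or beyond the set limit; inactive = change above -40%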; note: % is set by controls: 0 for no effect and ±100 for the full control effect
# D1 potentiator: Potentiators of Human D1 Dopamine Receptor: qHTS; D(1A) dopamine receptor (Homo sapiens), P21728; AID 504651, 2011; 360,000 tested, 0.036% active; HEK293 TREx D1 cells, calcium flux, dopamine EC20 potentiation; potentiation, % at 10 µM; in the data active = potentiation above about 30%; note: 0% is about no effect
# Target sequence (P21728 whole entry, looked up): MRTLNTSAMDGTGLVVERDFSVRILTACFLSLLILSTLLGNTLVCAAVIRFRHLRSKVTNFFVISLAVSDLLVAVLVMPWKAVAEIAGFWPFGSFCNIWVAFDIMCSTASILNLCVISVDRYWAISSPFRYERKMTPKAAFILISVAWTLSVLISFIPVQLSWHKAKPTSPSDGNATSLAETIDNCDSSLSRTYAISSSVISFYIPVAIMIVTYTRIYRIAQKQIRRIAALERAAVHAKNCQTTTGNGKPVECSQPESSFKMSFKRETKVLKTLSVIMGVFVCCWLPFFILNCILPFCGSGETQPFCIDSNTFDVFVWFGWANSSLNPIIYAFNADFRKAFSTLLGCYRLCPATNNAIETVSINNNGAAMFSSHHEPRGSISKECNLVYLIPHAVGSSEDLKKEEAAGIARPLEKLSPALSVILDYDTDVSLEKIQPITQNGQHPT
# TRHR PAM: qHTS for Small Molecule Agonists and Allosteric Enhancers of Human TRH Receptor: Primary Screen for Enhancers; Thyrotropin-releasing hormone receptor (Homo sapiens), P34981; TRHR cells, fluo-8 calcium fluorescence, EC20 TRH enhancement; enhancement, % at 2 µM; 360,000 tested, 0.66% active; AID 493056, 2011; in the data active = enhancement above about 30%; note: 0% is about no effect
# Target sequence (P34981 whole entry, looked up): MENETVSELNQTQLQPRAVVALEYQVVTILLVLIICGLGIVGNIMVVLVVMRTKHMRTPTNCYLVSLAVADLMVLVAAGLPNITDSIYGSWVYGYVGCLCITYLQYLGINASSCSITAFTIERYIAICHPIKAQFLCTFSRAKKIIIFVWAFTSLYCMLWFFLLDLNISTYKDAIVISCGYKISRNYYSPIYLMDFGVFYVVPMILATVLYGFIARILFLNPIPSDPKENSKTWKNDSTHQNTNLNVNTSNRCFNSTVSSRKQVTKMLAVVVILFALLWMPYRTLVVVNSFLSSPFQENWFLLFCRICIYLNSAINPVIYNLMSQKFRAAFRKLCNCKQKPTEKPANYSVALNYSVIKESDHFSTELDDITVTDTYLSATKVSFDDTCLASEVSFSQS
#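 Enhancer read-out: after compound pinning and an initial kinetic agonist-mode read, an EC20 of TRH (10 nM final) was injected and fluo-8 calcium signal (Ex 480/Em 530) followed at 1 s/cycle for 100 cycles in TRHR-expressing cells.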
# RXFP1 ag: qHTS Assay for Agonists of the Relaxin Receptor RXFP1; HEK293T-RXFP1 cAMP TR-FRET, 30 min; response scale: percent of porcine relaxin response, buffer zero; Potency, µM (titrated, usually from 57.5 µM), without a hit: at the top dose activation, actives largely listed as activators; 370,000 tested, 0.3% active; active = well fitted activation curve with a large enough effect; inconclusive = small, poorly fitted or top-dose-only effect; note: potency is the fitted concentration of half-maximal effect; % is set by controls: 0 for no effect and ±100 for the full control effect; nearly all actives have a fitted effect of over 60% in size; many of its hits are not listed in these tables
#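 Agonist response is measured as cAMP accumulation in an RXFP1-transfected HEK293T line under PDE4 inhibition. Values are scaled between buffer-only and 29 nM porcine relaxin, and EC50s come from standard Hill equation fits.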
# D1 antagonist: Antagonist of Human D 1 Dopamine Receptor: qHTS. activity change, negative = inhibition, % at 10 µM. 360,000 tested, 3.2% active. D(1A) dopamine receptor (Homo sapiens), P21728. HEK293 TREx D1 cells, calcium flux, dopamine EC80; active compounds read low; in the data active = activity change below about -30%; note: % is set by controls: 0 for no effect and ±100 for the full control effect
#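 Inducible Hek293 Trex D1 cells (tetracycline, overnight, 30 C). Calcium dye 30–90 min RT. Antagonist mode: EC80 dopamine added after 180 s compound read.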
# D1 agonist: Allosteric Agonists of the Human D1 Dopamine Receptor: qHTS. D(1A) dopamine receptor (Homo sapiens), P21728. HEK293 T-REx D1 cells, calcium flux, agonist mode. activation, % at 2 µM. 360,000 tested, 1% active. AID 504660, 2011; in the data active = activation above about 30%; note: 0% is about no effect
#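 Agonism was scored from calcium flux recorded over 180 s (1 read/s) after pintool compound addition, following a 10-cycle baseline. Cells were inducible force-coupled HEK293 TREx D1, plated overnight at 30 C and loaded with no-wash calcium dye.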
# * hit, by the source's call; ? = inconclusive; · = no result given.
# Results follow in this order: D2 potentiator	D2 antagonist	D2 agonist	RXFP1 antagonist	D1 potentiator	TRHR PAM	RXFP1 ag	D1 antagonist	D1 agonist
1	Cc1ccc2c(CC(=O)Nc3cc(C(F)(F)F)ccc3Cl)coc2c1C
    -5	·	0.6	-6	1	-5	1.1%	-2	12
2	Cc1ccc(/C=N/NC(=O)C(C)Oc2ccccc2[N+](=O)[O-])s1 (configuration not stated)
    6	-8	0.1	·	0	-1	2.7%	-4	0
3	Cc1ccc(S(=O)(=O)N2CCN(c3cc4c(cc3[N+](=O)[O-])n(C)c(=O)n4C)CC2)cc1
    4	-2	0.9	-16	-8	-12	0.2%	-8	4
4	O=C(Nc1ccc2c(c1)OCO2)c1c(Cl)nc2sccn12
    3	2	0.6	11	2	-3	3.9%	-5	-1
5	CC(C)(C)C(C(Oc1ccc(Cl)cc1)n1cncn1)n1nnnc1C(c1cccc(Cl)c1)N1CCCCC1 (configuration not stated)
    ·	·	·	·	0	-3	1.5%	30	5
6	Cc1cc(C(=O)N2CCN(c3ccc([N+](=O)[O-])cc3)CC2)co1
    -5	0	-1.5	0	-2	-6	-2.9%	-28	3
7	COc1cccc(/C=C2/Sc3ccc(C(=O)NCCN4CCCCCC4)cc3NC2=O)c1
    -17	-10	0.1	-15	0	0	-1.8%	-10	17
8	O=C1CSC(c2ccc([N+](=O)[O-])cc2)N1CCN1CCCCC1 (configuration not stated)
    -16	7	-0.1	-5	4	2	0.2%	-6	3
9	Cc1cnc(C(=O)Nc2cccc3cccnc23)cn1
    -5	30	3.2	-20	1	-5	0.8%	-19	1
10	CCOC(=O)C1CCCN(c2c(NCCc3ccc(Cl)cc3)c(=O)c2=O)C1 (configuration not stated)
    -3	2	-0.7	-1	5	-4	1.1%	-2	3
11	O=C(NCCCN1CCc2ccccc2C1)C1CCN(S(=O)(=O)N2CCC3(CC2)OCCO3)CC1
    -13	14	0.3	1	-5	-4	-2.0%	2	1
12	O=C(O)C(Cc1ccccc1)N1C(=O)/C(=C/C=C/c2ccco2)SC1=S (configuration not stated)
    7	-32	1.7	-2	2	3	-0.6%	8	11
13	C=CCN(C(=O)c1oc2c(Cl)cc(C)cc2c1C)C1CCS(=O)(=O)C1 (configuration not stated)
    -3	2	0.2	15	0	-1	2.9%	-8	2
14	COc1cccc(Nc2nc(-c3ccccc3O)nc3ccccc23)c1
    0	20	0.2	19	-7	1	?	2	3
15	Cc1nnc(SCc2nnc(-c3cccs3)o2)s1
    6	-16	0.7	-14	-4	5	3.1%	-12	3
16	O=C1C=C(O)c2cccc(O)c2C1=O
    -2	22	-3.1	·	-3	0	0.5%	11	2
17	Cc1nn(C(=O)c2ccc3c(c2)OCO3)c(N)c1-c1ccccc1
    12	-3	2.4	-8	4	-6	-0.8%	-5	9
18	O=C(CSc1ncn[nH]1)Nc1ccc([N+](=O)[O-])cc1Br
    5	5	-0.1	?	-5	-2	2.1%	2	2
19	CCC(=O)NNC(=S)NC(=O)c1ccc(C)cc1
    -8	12	0.6	1	-3	1	-0.8%	-9	6
20	COc1cc2c(C(=O)Nc3ccccc3F)cn(C)c(=O)c2cc1OC
    -3	-10	1.4	2	7	1	5.2%	9	2

# Six successive entries already listed, for reference:
# Results follow in this order: D2 potentiator	D2 antagonist	D2 agonist	RXFP1 antagonist	D1 potentiator	TRHR PAM	RXFP1 ag	D1 antagonist	D1 agonist
15	Cc1nnc(SCc2nnc(-c3cccs3)o2)s1
    6	-16	0.7	-14	-4	5	3.1%	-12	3
16	O=C1C=C(O)c2cccc(O)c2C1=O
    -2	22	-3.1	·	-3	0	0.5%	11	2
17	Cc1nn(C(=O)c2ccc3c(c2)OCO3)c(N)c1-c1ccccc1
    12	-3	2.4	-8	4	-6	-0.8%	-5	9
18	O=C(CSc1ncn[nH]1)Nc1ccc([N+](=O)[O-])cc1Br
    5	5	-0.1	?	-5	-2	2.1%	2	2
19	CCC(=O)NNC(=S)NC(=O)c1ccc(C)cc1
    -8	12	0.6	1	-3	1	-0.8%	-9	6
20	COc1cc2c(C(=O)Nc3ccccc3F)cn(C)c(=O)c2cc1OC
    -3	-10	1.4	2	7	1	5.2%	9	2

# (more compounds)
# Results follow in this order: D2 potentiator	D2 antagonist	D2 agonist	RXFP1 antagonist	D1 potentiator	TRHR PAM	RXFP1 ag	D1 antagonist	D1 agonist
21	Cc1ccccc1Cn1nc(C)c(NC(=O)c2noc3c2CC(C(C)(C)C)CC3)c1C (configuration not stated)
    1	1	-0.3	17	-1	0	7.1%	2	2
22	O=C(Nc1cccnc1)c1cc(-c2ccc(Br)cc2)on1
    3	10	0.7	·	4	-4	4.8%	1	-2
23	COc1ccc2cc(CCOC3CCCCO3)ncc2c1 (configuration not stated)
    -1	-5	0.8	·	-5	1	-0.4%	·	1
24	Cc1ccc(-n2cc(CN(C)Cc3nccn3C)c(-c3ccc(F)cc3)n2)cc1
    -5	-8	0.1	?	-2	1	1.3%	25	2
25	Cc1cc(NC(=O)c2c(Cl)cnn2C)no1
    6	-3	-0.2	-13	5	2	0.0%	-2	1
26	CCOc1ccccc1-n1c(SCC(=O)Nc2nccs2)nnc1-c1ccoc1C
    -2	13	0.1	-1	2	-4	1.5%	14	2
27	Cn1nccc1C(=O)N1CCN(S(=O)(=O)c2ccc(Br)s2)CC1
    -1	-16	0.9	-16	-7	-2	2.2%	-19	6
28	CSCCC(=O)N1C(C)CCCC1C(=O)O (configuration not stated)
    -6	-4	0.4	4	0	13	-0.6%	-23	3
29	O=[N+]([O-])c1nn(-c2ccc3c(c2)OCCO3)n(O)c1=NC1CCCCC1
    -3	7	0.8	8	-3	-5	1.7%	-2	2
30	O=C(Nc1ccc2c(c1)OCCO2)c1ccncc1
    2	6	-0.3	-3	-1	-3	-1.9%	-12	-1
31	CN(C)CCn1c2c(c(SCC(=O)Nc3ccc4c(c3)OCCO4)nc1=O)CCCC2
    -19	-8	-0.6	-2	0	-3	1.3%	-4	1
32	CCc1nnc(NC(=O)C2CCCN(S(=O)(=O)c3ccccc3)C2)s1 (configuration not stated)
    2	2	-1.6	-8	-8	-2	-1.4%	-22	1
33	CCOC(=O)c1ccc(NC(=S)NCC(O)c2ccccc2)cc1 (configuration not stated)
    18	-24	1.5	0	-4	0	-1.0%	-26	16
34	CCC(C)(C)NC(=O)C(C)OC(=O)c1nsc(Cl)c1Cl (configuration not stated)
    6	13	-1.1	3	-10	3	2.1%	-2	0
35	Cc1ccc(CNC(=O)c2nc(S(=O)(=O)Cc3ccc(C)cc3)ncc2Cl)cc1
    -17	·	·	·	-2	5	1.4%	-26	1
36	COc1cc(CCC(=O)NCC2CCCO2)cc(OC)c1OC (configuration not stated)
    ·	·	·	-4	-3	0	0.4%	-29	4
37	CCC(=O)NCC(c1cccs1)S(=O)(=O)c1ccc(C)cc1 (configuration not stated)
    5	-2	0.1	2	0	2	-1.7%	1	4
38	O=C(Nn1cnnc1)c1cc2c(s1)CCCC2
    -5	-11	0.0	6	5	-12	0.1%	-8	1
39	Cc1nccn1CCCNC(=O)CC1C(=O)NCCN1Cc1ccc(F)cc1Cl (configuration not stated)
    -7	12	-0.4	-17	3	8	0.2%	6	4
40	Nc1c(C(=O)Nc2ccc(S(=O)(=O)N3CCCC3)cc2)sc2nc3cc4c(cc3cc12)CCC4
    -2	3	7.9	-5	-1	5	3.9%	-3	16

# In a second layout: results already given.
nr	canonical_smiles	D2 potentiator	D2 antagonist	D2 agonist	RXFP1 antagonist	D1 potentiator	TRHR PAM	RXFP1 ag	D1 antagonist	D1 agonist
28	CSCCC(=O)N1C(C)CCCC1C(=O)O (configuration not stated)	-6	-4	0.4	4	0	13	-0.6%	-23	3
29	O=[N+]([O-])c1nn(-c2ccc3c(c2)OCCO3)n(O)c1=NC1CCCCC1	-3	7	0.8	8	-3	-5	1.7%	-2	2

# (cont.)
# Results follow in this order: D2 potentiator	D2 antagonist	D2 agonist	RXFP1 antagonist	D1 potentiator	TRHR PAM	RXFP1 ag	D1 antagonist	D1 agonist
41	COc1cccc(C(=O)Oc2ccc3ccc(O)cc3c2)c1
    -2	-10	0.7	1	0	0	-0.6%	0	1
42	O=C(CCN1C(=O)C2CCCCC2C1=O)Nc1nc(-c2ccccc2)cs1 (configuration not stated)
    -11	6	15	0	-6	0	-2.8%	-7	3
43	COc1ccc(-c2csc(NC(=O)c3ccc(S(=O)(=O)N4CCc5ccccc5C4)cc3)n2)c(OC)c1
    4	-9	0.6	0	3	-7	2.2%	-1	5
44	COc1ccc(C(=O)NNC(=O)CCn2nnc(-c3ccc(Cl)cc3)n2)cc1OC
    4	19	-0.8	-9	3	11	1.7%	-3	1
45	CCOC(=O)C1CCCN(CC(=O)Nc2cc(C)cc(C)c2)C1 (configuration not stated)
    -3	·	·	-16	-3	-10	-4.4%	-40*	3
46	O=C(NCc1ccc2c(c1)OCO2)c1ccc2snnc2c1
    5	-22	-0.7	0	-8	-4	2.2%	-9	0
47	CC1CC(=O)N(CC(=O)Nc2ccc(F)cc2F)c2ccccc2S1 (configuration not stated)
    22	·	0.1	·	1	6	-3.4%	5	1
48	C=CCN1C(=O)c2ccc(C(=O)N(CC)CC(=O)Nc3cc(Cl)ccc3C)cc2C1=O
    9	-13	0.5	-28	-2	12	0.3%	-4	5
49	COc1cc(OC)c(OC)cc1CN1CCCC(C(=O)c2sccc2C)C1 (configuration not stated)
    -20	5	-1.3	1	-11	3	0.6%	-38*	9

# Compound activity deposited in PubChem by National Center for Advancing Translational Sciences (NCATS).

# The list is partial; count on the stated rates, not on these rows.
